hERG protect = hERG (human) protection from proarrhythmic block; Q12809; CHO-hERG, FluxOR thallium flux, dofetilide IC70 present; activation (rescue from dofetilide block), less the hit threshold, % at 10 µM; 0.51% of 310,000 active;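 active = activation above the mean of controls blocked by dofetilide plus 5 SD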;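 note: thallium influx through hERG after potassium depolarization seen as dye fluorescence rise; in these data hits start at about 4.7%; inactives centre near -7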
RGS4 pot = potentiators or activators of RGS4; HEK293 M3R/inducible RGS4, carbachol calcium flux Fluo4; hits give low values; B-score at 10 µM; 0.92% of 310,000 active; AID 463111;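 active = B-score of the integrated calcium signal more than 4 SD below the library mean, with starting fluorescence not abnormally high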;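 note: negative B-score means reduced calcium response which marks RGS4 activation or potentiation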
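Assay system: Inducible-RGS4 HEK293 cells carrying M3 receptor | Schedule: Compound preincubation 20 min at room temperature before agonist | Signal: Kinetic calcium fluorescence imaging with Fluo4-AM dye, 2 µM | Read-out basis: B score from integrated fluorescence ratio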
KCNQ1 pot = potentiates or activates the human KCNQ1 potassium channel; B-score at 10 µM; CHO-K1 KCNQ1, thallium flux FluxOR fluorescence; hits give high values; 0.35% of 310,000 active; P51787; AID 2648;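 active = fluorescence ratio B-score, a plate-corrected score, at least three library SD, with initial intensity B-score within 5 SD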
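Test system: CHO-K1 cells stably expressing KCNQ1 / Medium: assay buffer / Also added: depolarizing K+/Tl+ stimulus, K2SO4 and Tl2SO4 each 12.5 mM in 5x stock / Incubation: 90 min dye loading and 20 min compound exposure, both at room temperature / Signal: thallium influx via FluxOR fluorescence, kinetic imaging / Evaluation: B score of baseline-normalized fluorescence ratio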
ANO1 activ = mouse TMEM16A channel activation, primary screen. 0.3% of 340,000 active. B-score at 10 µM. HEK293 TMEM16A/YFP-H148Q/I152L, iodide quench fluorescence; hits give low values;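 active = fluorescence-ratio B-score plate-corrected deviation score at least 3 library SD below zero, with starting fluorescence score within 5 deviations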;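 note: channel opened by trigger with iodide after compound preincubation; score built on the fluorescence ratio of max minus min over baseline; more negative score means more quench and so TMEM16A activation or potentiation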
MrgX1 ag = human MrgX1 receptor agonism, primary screen. Q96LB2. MrgX1-HEK293 cells, Fluo-4 calcium fluorescence, agonist mode; hits give high values. B-score at 10 µM. 0.44% of 310,000 active;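 active = calcium response B-score plate-corrected fluorescence ratio at least 3 library SD, with starting fluorescence B-score inside 5 SD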
Target sequence (Q96LB2 whole entry, looked up): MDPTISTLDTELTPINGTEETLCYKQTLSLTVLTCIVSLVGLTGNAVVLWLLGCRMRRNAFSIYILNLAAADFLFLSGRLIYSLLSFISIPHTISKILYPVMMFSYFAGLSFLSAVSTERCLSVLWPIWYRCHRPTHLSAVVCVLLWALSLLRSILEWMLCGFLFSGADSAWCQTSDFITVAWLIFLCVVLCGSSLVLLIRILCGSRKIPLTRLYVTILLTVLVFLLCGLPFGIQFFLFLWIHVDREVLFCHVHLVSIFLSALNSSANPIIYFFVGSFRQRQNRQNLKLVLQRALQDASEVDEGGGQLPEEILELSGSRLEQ
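times = overnight plating, then 30 min 37 °C plus 30 min room-temperature dye loading | assay system = stable human MrgX1 HEK293 cell line | input = fifteen thousand cells per well | signal = kinetic calcium dye fluorescence, Fluo-4 NW | dosing = compound delivered in addition one of three | read-out = B-scored fluorescence response ratio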
RGS4 inh = human RGS4 inhibition; AID 463165; P49798; HEK293 M3R/RGS4 inducible, Fluo-4 calcium flux; hits give high values; triggered by carbachol at its EC20; 0.45% of 310,000 active; B-score at 10 µM;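 active = B-score, a plate-corrected calcium signal, over three deviations above library mean, with baseline fluorescence within five deviations of library mean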;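 note: RGS4 expression induced by doxycycline in cells with stable M3 receptor; B-score is computed from the integrated fluorescence ratio over baseline after carbachol; higher B-score means a larger calcium signal and so more RGS4 inhibition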
Target sequence (P49798 whole entry, looked up): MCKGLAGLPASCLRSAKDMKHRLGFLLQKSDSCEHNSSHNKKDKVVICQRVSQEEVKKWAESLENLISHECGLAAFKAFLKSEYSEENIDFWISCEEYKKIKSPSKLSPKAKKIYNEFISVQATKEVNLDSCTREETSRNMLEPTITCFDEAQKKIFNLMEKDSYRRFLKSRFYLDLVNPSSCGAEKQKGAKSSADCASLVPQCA
TMEM16A inh = mouse TMEM16A channel inhibition, primary screen. HEK293 TMEM16A/YFP iodide influx fluorescence, ionomycin. normalized B-score (activity score, 25-100; higher = stronger inhibition) at 10 µM. 1.2% of 310,000 active. AID 588511. Q8BHY3;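 active = ratio plate-corrected score three or more library SD toward inhibition, starting fluorescence score within five deviations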;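 note: score derived from kinetic fluorescence span divided by baseline fluorescence per well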
KCNK9 inh = inhibitors of human KCNK9 two-pore domain potassium channel. Q9NPC2. HEK293 KCNK9, FluxOR thallium flux fluorescence; hits give low values. B-score at 10 µM. 1.2% of 310,000 active;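 active = ratio B-score over 3 SD below the library mean, with starting fluorescence within 5 SD of its mean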;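 note: negative B-score means less thallium flux so channel inhibition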
Target sequence (Q9NPC2 whole entry, looked up, the tested form may be a part): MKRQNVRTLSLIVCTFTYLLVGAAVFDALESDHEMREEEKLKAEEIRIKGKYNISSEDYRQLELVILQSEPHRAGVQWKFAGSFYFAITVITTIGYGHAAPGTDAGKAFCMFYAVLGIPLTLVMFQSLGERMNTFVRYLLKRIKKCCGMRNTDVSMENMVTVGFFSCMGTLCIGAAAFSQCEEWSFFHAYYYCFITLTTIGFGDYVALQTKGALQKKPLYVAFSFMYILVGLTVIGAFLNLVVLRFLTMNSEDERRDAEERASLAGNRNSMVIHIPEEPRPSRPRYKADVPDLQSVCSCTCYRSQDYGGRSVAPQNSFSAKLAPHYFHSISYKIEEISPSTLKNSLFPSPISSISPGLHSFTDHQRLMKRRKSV
KCNQ1 inh = human KCNQ1 channel inhibition. P51787. 1.3% of 310,000 active. CHO-K1 KCNQ1, FluxOR thallium flux fluorescence; hits give high values. AID 2642. B-score at 10 µM;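 active = compounds whose thallium flux B-score, printed positive for inhibition, exceeds three library SD while starting fluorescence stays within three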;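 note: channel opened by potassium depolarization with thallium stimulus after 20 min compound exposure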
MrgX1 allo act = allosterically activates human MrgX1 receptor signaling. Q96LB2. MrgX1-HEK293, Fluo-4 calcium flux, FDSS; hits give high values. B-score at 10 µM. 0.63% of 310,000 active. AID 588675;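 active = plate-corrected calcium response at least 3 library SD above typical, normal starting fluorescence, not activating the receptor alone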;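 note: compound read alongside a low EC10 to EC30 dose of BAM8-22 agonist; peak minus trough fluorescence over baseline measured at the second addition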
KCNK3 block = human KCNK3 channel inhibition, primary screen; B-score at 10 µM; 0.84% of 340,000 active; CHO-KCNK3 thallium flux, FluxOR fluorescence; hits give low values;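 active = B-score under library mean minus 4 SD, starting fluorescence ratio at most library mean plus 5 SD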;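 note: more negative B-score means stronger inhibition of thallium flux through KCNK3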
* = called active by the depositor; i = inactive; . = no result given.

The line under a structure holds: hERG protect, RGS4 pot, KCNQ1 pot, ANO1 activ, MrgX1 ag, RGS4 inh, TMEM16A inh, KCNK9 inh, KCNQ1 inh, MrgX1 allo act, KCNK3 block
> COCCn1c(C)cc(C(=O)CSc2nnc(C)s2)c1C
    -5, i, i, i, i, i, i, i, i, i, i
> COc1ccc(N(CC(=O)NCc2ccc(F)cc2)C(=O)c2snc(C(N)=O)c2N)cc1
    -1, i, i, i, i, i, i, i, i, i, i
> Cc1ccc(-n2c(SCC(=O)N(C)C)nnc2-c2ccco2)cc1
    -3, i, i, i, i, i, i, i, i, i, i
> COc1ccc(Sc2nnc(Cc3ccccc3)c3ccccc23)cc1
    -7, i, i, i, i, i, i, -15*, i, i, i
> COC(=O)c1c(C(=O)OC)c(-c2ccc(OC)cc2)n2c1CCC2
    -5, i, i, i, i, i, i, i, i, i, i
> Cc1noc(C)c1COc1ccccc1C(=O)NCCc1ccc(S(N)(=O)=O)cc1
    -11, i, i, i, i, i, i, i, i, i, i
> CC(C)N(CC(O)COc1ccc(CC(N)=O)cc1)CC(O)COc1ccc(CC(N)=O)cc1 (centres undefined)
    -7, i, i, ., i, i, i, i, i, i, i
> O=C(NCCCN1CCCCC1)c1ccc2c(c1)NC(=O)C(N1CCCCC1)S2 (centres undefined)
    -5, i, i, i, i, i, i, i, i, i, i
> O=C(COC(=O)Cc1ccc(Cl)cc1)Nc1c(F)cccc1F
    -15, i, i, i, i, i, i, i, i, i, i
> Nc1c(C=C2C=CC(=O)C=C2)c(=O)nc2sc(CC(=O)N3CCOCC3)nn12
    -3, i, i, i, i, i, i, i, i, i, i
> Cc1cc(C=O)c(C)n1-c1cc(C(=O)O)cc(C(=O)O)c1
    -2, i, i, i, i, i, i, i, i, i, i
> Cc1c(Cl)cccc1N=C(N)N=C(N)N
    -11, i, i, i, i, i, i, i, i, i, i
> C/C(O)=C(/C=Nc1ccccc1)C(=O)Nc1ccccc1
    0, i, i, i, i, i, i, i, i, i, i
> N#Cc1ccc(C(=O)NCC(c2ccco2)N2CCCCC2)cc1 (centres undefined)
    -6, i, i, i, i, i, i, i, i, i, i
> Cc1ccc(N2C(=O)c3ccccc3NC2c2ccccc2O)cc1 (centres undefined)
    -1, i, i, i, i, i, i, i, i, i, i
> CC(Oc1ccc2ccc(=O)oc2c1)C(=O)NCC1CCC(C(=O)O)CC1 (centres undefined)
    -3, i, i, i, i, i, i, i, i, i, i
> CCCCC(C(=O)NC(C)(C)C)N(Cc1ccccc1Cl)C(=O)c1snc(C(N)=O)c1N (centres undefined)
    -16, i, i, i, ., i, ., i, 6*, ., i
> CCN(CC(=O)Nc1ccccc1C(F)(F)F)C(=O)Cn1c(=O)cnc2ccccc21
    -17, i, i, i, i, i, i, i, i, i, i
> C=CCc1cc(Cl)ccc1OC(=O)Nc1cccc(Cl)c1
    -12, i, i, i, i, i, i, i, i, i, i
> O=c1[nH]cnc2c1C1(CCCC1)Cc1ccccc1-2
    -5, i, i, i, i, i, i, i, i, i, i
> CCOc1ccc(NC(=O)c2ccc(N3CC4CC(C3)c3cccc(=O)n3C4)c(N)c2)cc1 (centres undefined)
    -4, i, i, i, i, i, i, i, i, i, i
> CCOc1ccccc1N1CCN(CC(=O)NC(=O)NCc2ccco2)CC1
    -14, i, i, i, i, i, i, i, i, i, i
> CCN1CCN(C(c2cc(OC)c(OC)c(OC)c2)c2nnnn2C(C)C)CC1 (centres undefined)
    -13, i, i, i, i, i, i, i, i, i, i
> COC1(OC)N=C(N)C2(C#N)C(c3ccc(C)cc3)C12C#N (centres undefined)
    -5, i, i, i, i, i, i, i, i, i, i
> CC(C)c1cc(C(=O)N2CCCC(Nc3ccc(F)cc3)C2)n[nH]1 (centres undefined)
    -9, i, i, i, i, i, i, i, i, i, i
> COc1cccc(NC(=O)CSc2ccccn2)c1
    -16, i, i, i, i, i, i, i, i, i, i
> Cc1cccc(C(=O)OCC(=O)c2ccc3c(c2)OCO3)c1O
    -11, i, i, i, i, i, i, i, i, i, i
> CCN1C(=O)/C(=C2/Sc3ccccc3N2CC)SC1=S
    -10, i, i, i, i, i, i, i, i, i, i
> CN(C)C(=O)Cn1c(SCC(=O)NC2CCCCC2)nc2ccccc21
    -4, i, i, i, i, i, i, i, i, i, i
> O=C(NN1C(=O)c2ccccc2NC1c1cccnc1)c1ccccc1 (centres undefined)
    -16, i, i, i, i, i, i, i, i, i, i
> N#Cc1ccccc1NC(=S)NC(=O)c1cccnc1
    -8, i, i, i, i, i, i, i, i, i, i
> CCOC(=O)C1=C(C)NC(SC(C)=O)=NC1c1ccc(OC(C)=O)c(OC)c1 (centres undefined)
    -7, i, i, i, i, i, i, i, i, i, i
> CCn1c(NC(=O)c2ccccc2)nc2ccccc21
    -5, i, i, i, i, i, i, i, i, i, i
> CCOc1cc(CN2CCN(c3ncccn3)CC2)ccc1OC
    -2, i, i, i, i, i, i, i, i, i, i
> O=C(O)CC(SCc1ccc(C(=O)O)o1)C(=O)O (centres undefined)
    -9, i, i, i, i, i, i, i, i, i, i
> COc1ccc(C(=O)Nc2ccnn2C2CCN(CC3CC=CCC3)CC2)cc1 (centres undefined)
    -5, i, i, i, i, i, i, i, i, i, i
> COc1ccc(C(=O)n2c(-c3ccco3)nc3ccccc32)cc1
    -16, i, i, i, i, i, i, i, i, i, i
> O=C(Cc1ccccc1F)Nc1cc(Cl)ccc1N1CCCC1
    1, i, i, i, i, i, i, i, i, i, i
> COc1ccccc1N1CCN(Cc2cc(Br)c(O)c3ncccc23)CC1
    -7, i, i, i, i, i, i, i, i, i, i
> O=C1c2[nH]nc(-c3ccccc3O)c2C(c2cccc(Cl)c2)N1CC1CCCO1 (centres undefined)
    -25, i, i, i, i, i, i, i, i, i, i
> CCc1nnc(NC(=O)CCC(=O)NCC2CCCO2)s1 (centres undefined)
    -2, i, i, i, i, i, i, i, i, i, i
> O=C(NCc1ccccc1F)c1cccs1
    -11, i, i, i, i, i, i, i, i, i, i
> O=C(O)c1cn(Cc2ccccc2)c2ccccc2c1=O
    -8, i, i, i, i, i, i, i, i, i, i
> COc1ccc(OC)c(S(=O)(=O)n2nc(C)cc2C)c1
    -7, i, i, i, i, i, i, i, i, i, i
> C/C(=N\Nc1nc2ccccc2[nH]1)c1ccc(C)o1
    -7, i, i, i, i, i, i, i, i, i, i
> COc1cccc(CN(C)C(=O)[C@@H](NC(=O)c2ccc(C)cc2)C(C)C)c1
    -9, i, i, i, i, i, i, i, i, i, i
> CC1CCN(CC[C@H]2CCCN2S(=O)(=O)c2cccc(O)c2)CC1
    ., ., ., i, i, ., i, ., ., i, i
> Cc1ccc(S(=O)(=O)N[C@@H](Cc2ccccc2)C(=O)N2CCC(C(=O)N[C@H](C(=O)O)C(C)O)CC2)cc1 (some centres undefined)
    -2, i, i, i, i, i, i, i, i, i, i
> CNS(=O)(=O)c1ccc(NCC2COc3ccccc3O2)c([N+](=O)[O-])c1 (centres undefined)
    -2, i, i, i, i, i, i, i, i, i, i
> O=C(CSCc1cnn(-c2ccccc2)c1-n1cccc1)NCC1CCCO1 (centres undefined)
    -4, i, i, i, i, i, i, i, i, i, i
> Cc1ccc(CC(=O)Nc2nncs2)cc1
    -7, i, i, i, i, i, i, i, i, i, i
> CC(C)Cc1nnc(NC(=O)c2cc(-c3ccncc3)nc3ccccc23)s1
    -21, i, i, i, i, i, i, i, i, i, i
> O=C(CSc1nnc(CNC(=O)c2c(F)cccc2Cl)o1)NCc1ccc2c(c1)OCO2
    -7, i, i, i, i, i, i, i, i, i, i
> COc1ccc(C(=O)Nc2ccc(N3CCOCC3)cc2)cc1S(=O)(=O)NC1CCCC1
    -13, i, i, i, i, i, i, i, i, i, i
> C=CCN1C(=O)/C(=C2/C(=O)N(CC(=O)O)c3ccccc32)S/C1=N/c1nccs1
    -5, i, i, ., ., i, ., i, i, ., .
> Cc1ccc(Nc2nc3c(c(=O)[nH]c(=O)n3C)n2Cc2ccc(F)cc2)cc1
    0, i, i, i, i, i, i, i, i, i, i
> Cn1c(SCC(=O)c2c(N)n(C)c(=O)n(C)c2=O)nnc1-c1ccc(F)cc1
    -2, i, i, i, i, i, i, i, i, i, i
> Cc1nc2[nH]c(=O)c3c(n2n1)NC1=C(C(=O)CC(C)(C)C1)C3c1ccccc1 (centres undefined)
    -11, i, i, i, i, i, i, i, i, i, i
> CCOC(=O)CC(=O)CSc1nnc2c(n1)[nH]c1ccccc12
    0, i, i, i, i, i, i, i, i, i, i
> Cc1nc(CNS(=O)(=O)c2cc(F)ccc2F)cs1
    2, i, i, i, i, i, i, i, i, i, i

Carrying on.
The line under a structure holds: hERG protect, RGS4 pot, KCNQ1 pot, ANO1 activ, MrgX1 ag, RGS4 inh, TMEM16A inh, KCNK9 inh, KCNQ1 inh, MrgX1 allo act, KCNK3 block
> COc1cc(OC)cc(C(=O)NNc2nc3cc4c(cc3s2)OCO4)c1
    -9, i, i, i, i, i, i, i, i, i, i
> COC(=O)NCC(c1cccnc1)N1CCN(c2ccccc2F)CC1 (centres undefined)
    -11, i, i, i, i, i, i, i, i, i, i
> CCN(CC)CCN(C(=O)c1ccc2c(c1)OCCO2)c1nc2cc3c(cc2s1)OCO3
    -14, i, i, i, i, i, i, i, 7*, i, i
> O=C(NN=C1CCCC1)c1ccn[nH]1
    -2, i, i, i, i, i, i, i, i, i, i
> O=C(CCCn1cnc2ccccc2c1=O)Nc1ccccc1F
    -8, i, i, i, i, i, i, i, i, i, i
> CC(=O)NS(=O)(=O)c1ccc(NC(=O)C2c3ccccc3Oc3ccccc32)cc1
    -1, i, i, i, i, i, i, i, i, i, i
> O=C(N/N=C/c1c(Cl)cccc1Cl)c1ccc(F)cc1
    -13, i, i, i, i, i, i, i, i, i, i
> CC1(C)CCc2cc(-c3ccnc(=S)[nH]3)ccc2O1
    -9, i, i, i, i, i, i, i, i, i, i

This is a random part of the collection; about 6.3% have a hit in one of these screens.
